BioA inh: BioA (M. tuberculosis) enzyme inhibition; purified M. tuberculosis BioA enzyme, plate reader; inhibition, % at 9.99 µM; 360,000 compounds, 0.096% hits; in the data active = inhibition above about 40%
GDH-TPI counter: GDH-TPI coupled enzyme inhibition counter-screen. 360,000 compounds, 1.2% hits. inhibition, % at 4.8 µM. GDH-TPI coupled enzyme counterscreen, NADH absorbance; in the data active = inhibition above about 30%;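 also: 0% = DMSO wells and 100% = wells lacking the enzyme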
SARS 3CLpro inh: SARS-CoV 3CLpro protease inhibition. P0C6X7. recombinant SARS-CoV 3CLpro, quenched FRET peptide cleavage. inhibition, % at 6 µM. 290,000 compounds, 0.14% hits. AID 1706; in the data active = inhibition above about 12%
SSB-PriA inh: K. pneumoniae PriA-SSBct interaction inhibition | AID 1272365 | inhibition, % at 33 µM | 430,000 compounds, 0.6% hits | AlphaScreen SSBct-PriA binding, biotinylated peptide; in the data active = inhibition mostly above about 37%, no sharp cut-off; inactive = mostly below about 20%;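 also: plate controls were negative control peptide for no effect and reference peptide for full effect; strong numbers were not always called active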
UGM FP inh: inhibitors of M. tuberculosis UDP-galactopyranose mutase; 320,000 compounds, 0.06% hits; inhibition, % at 10 µM; purified UGM, fluorescence polarization probe displacement; P9WIQ1; AID 504406; in the data active = inhibition above about 10%, passing the limit was not always enough
Target sequence (P9WIQ1 whole entry, looked up): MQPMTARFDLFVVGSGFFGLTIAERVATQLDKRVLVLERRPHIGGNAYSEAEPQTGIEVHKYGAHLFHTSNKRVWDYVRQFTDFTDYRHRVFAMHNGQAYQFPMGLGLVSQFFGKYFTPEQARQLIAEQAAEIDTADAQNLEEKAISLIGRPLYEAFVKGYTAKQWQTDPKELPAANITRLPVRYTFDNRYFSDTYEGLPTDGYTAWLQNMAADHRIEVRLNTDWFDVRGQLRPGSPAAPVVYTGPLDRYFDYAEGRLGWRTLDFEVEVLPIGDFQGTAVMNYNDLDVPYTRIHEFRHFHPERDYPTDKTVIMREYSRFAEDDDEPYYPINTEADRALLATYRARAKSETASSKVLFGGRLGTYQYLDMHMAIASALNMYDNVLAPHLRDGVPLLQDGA
DUSP3 inh: inhibitors of human VHR1 phosphatase (DUSP3); recombinant VHR phosphatase, pNPP absorbance; P51452; inhibition, % at 13.3 µM; 290,000 compounds, 0.52% hits; in the data active = inhibition above about 50%; also: some compounds called inactive have numbers as strong as hits
Target sequence (P51452 whole entry, looked up): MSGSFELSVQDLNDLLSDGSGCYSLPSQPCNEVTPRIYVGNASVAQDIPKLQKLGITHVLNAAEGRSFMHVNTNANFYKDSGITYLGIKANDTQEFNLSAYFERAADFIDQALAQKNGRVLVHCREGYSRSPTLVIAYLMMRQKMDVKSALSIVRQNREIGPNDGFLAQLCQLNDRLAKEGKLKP
Rv3671c inh: Rv3671c (M. tuberculosis) protease inhibition; P9WHR9; inhibition, % at 5.96 µM; 320,000 compounds, 0.048% hits; AID 2606; in the data active = inhibition above about 38%;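 also: extracellular domain of Rv3671c used as enzyme; 0% = enzyme with DMSO and 100% = no enzyme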
MazEF act: MazEF (E. coli) toxin RNase activation; P0AE70; FAM/BHQ RNA-DNA oligo cleavage fluorescence, 5 h; activation, % at 20 µM; 350,000 compounds, 0.32% hits; in the data active = activation above about 50%
Target sequence (P0AE70 whole entry, looked up): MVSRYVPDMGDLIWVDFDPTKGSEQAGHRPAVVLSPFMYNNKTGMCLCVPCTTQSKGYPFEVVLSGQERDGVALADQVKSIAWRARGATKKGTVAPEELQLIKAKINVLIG
BH1578 lux ind: inducers of Vibrio cholerae quorum light production without autoinducers; V. cholerae BH1578 lux reporter, luminescence, 6 h; 350,000 compounds, 0.16% hits; activation, % at 18.7 µM; in the data active = activation mostly above about 9.7%, no sharp cut-off; also: not every result past the cut was called active; inactives centre near 0; reference of the scale not given here
FBA Mtb inh: inhibits M. tuberculosis FBA enzyme; P9WQA3; purified M. tuberculosis FBA, fluorescence read-out; inhibition, % at 1 µM; 360,000 compounds, 2.3% hits; in the data active = inhibition above about 27%;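 also: 0% = vehicle and 100% = reference inhibitor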
* hit, by the source's call; i = inactive; · = not tested or not shown; + = active, no number; & = joins results of further samples.

Every second line gives: BioA inh	GDH-TPI counter	SARS 3CLpro inh	SSB-PriA inh	UGM FP inh	DUSP3 inh	Rv3671c inh	MazEF act	BH1578 lux ind	FBA Mtb inh
1: O=C(NNC(=S)NC(=O)c1ccco1)c1ccc(NC(=O)c2ccccc2)cc1
  ·	23	-1	4	1.0	-3	2	-2	-0.4	2
2: O=C(Cc1ccccc1)N/N=C/c1cccnc1
  1.8	-3	-5	·	1.0	-2	0	3	i	1
3: C=CCn1c(=NC(=O)C2CCCCC2)sc2cc(NC(C)=O)ccc21
  0.5	0	-3	2	·	19	0	-5	-0.2	2
4: CC(C)CCNC(=O)C1(c2cccs2)CCOCC1
  -0.5	5	1	-8	-0.6	26	1	-1	-2.8	-2
5: CCOc1ccc(OCCNCc2ccc(OC(C)C(=O)N(C)C)c(OCC)c2)cc1 (configuration not stated)
  1.7	4	6	11	4.0	38	-5	2	-0.6	-1
6: CC1(OC(=O)CCc2ccccc2)C(=O)C=C2C=C(c3ccc(C#N)cc3)N(CCc3ccccn3)C=C2C1=O (configuration not stated)
  -2.3	-1	·	-10	0.9	-16	-10	-9	0.3	-1
7: Cc1ccccc1NC(=O)c1ccc(NS(=O)(=O)c2cc(C(C)(C)C)cc(C)c2C)cc1
  -1.6	9	-6	-3	·	19	-108	5	-1.5	1
8: COc1ccc(NP(=O)(Oc2cccc(C)c2)Oc2cccc(C)c2)cc1OC
  ·	-2	8	-15	-1.0	1	1	4	-0.2	1
9: COc1ccccc1CCC(=O)OC(C)C(=O)Nc1c(C)n(C)n(-c2ccccc2)c1=O (configuration not stated)
  -0.9	-10	·	-16	2.4	·	10	-1	i	1
10: CCn1c(=O)cc(N2CCN(C(=O)c3ccco3)CC2)[nH]c1=O
  -0.5	2	-4	-9&-7	-0.9	-7	-1	2	i	-1
11: COc1ccc(Cc2n[nH]c(=S)n(N)c2=O)cc1
  ·	-3	-3	-4	-1.1	20	3	-10	i	-3
12: Cc1c(Cl)cccc1NC(=O)C1CCCN(S(C)(=O)=O)C1 (configuration not stated)
  1.0	0	-1	-9	0.0	15	·	11	i	1
13: O=C(Nc1cc(F)ccc1F)c1ccc2c(=O)n3c(nc2c1)CCC3
  2.7	5	·	·	·	·	·	-9	-0.5	0
14: COc1ccc(C(CC(=O)c2ccc(O)cc2)S(=O)(=O)c2ccc(C)cc2)cc1 (configuration not stated)
  -1.8	34*	3	7	2.2	2	-12	-3	i	-1
15: CC(C)C(=O)C1=Cc2cc([N+](=O)[O-])ccc2OC1N1CCOCC1 (configuration not stated)
  2.4	19	7	-11	1.6	-3	·	9	-3.1	19
16: Cc1onc(-c2ccccc2)c1C(=O)N/N=C/c1ccco1
  ·	0	1	i	0.7	9	-2	-5	-0.9	-1
17: Cc1cc(Nc2ccccc2)nn1C(=O)c1ccccc1
  4.0	8	12	-53	1.6	-13	-7	4	i	-5
18: COc1cc(/C=C2/C(=O)CNC2=O)ccc1O
  ·	0	2	-11	-1.2	21	-6	-102	1.8	-27
19: O=C(COCC(=O)N1CCOCC1)N1CCOCC1
  -2.4	5	1	-1	-3.2	8	8	4	-0.4	-1
20: COC(=O)C1CCN(C(=O)c2ccc(SC)cc2OC)CC1
  2.4	-7	-1	-14	0.1	17	-6	1	1.7	4
21: Cc1cccc(Oc2nc3ccccn3c(=O)c2/C=C(\C#N)C(=O)NC2CCS(=O)(=O)C2)c1 (configuration not stated)
  ·	3	-1	-8	1.9	-7	-7	-5	0.3	18
22: CCCCOc1ccc(Cc2c(Cl)nc(SC)nc2N2CCOCC2)cc1
  -0.8	6	-4	-6	-0.7	-5	11	-12	-0.2	-2
23: Cc1ccc(-n2c(=S)[nH]c3ccc(C)cc3c2=O)cc1
  -3.5	18	·	·	·	·	·	-4	i	3
24: O=C1C2CCCN2C(=O)N1CCCN1CCN(c2cccc(Cl)c2)CC1 (configuration not stated)
  ·	-1	0	5	-1.3	-5	-1	0	-0.2	-5
25: C1CCC(CNc2c3c(nc4nnnn24)CCCC3)CC1
  -3.2	-4	-4	-26	0.5	15	0	1	-0.4	-1
26: CN1CCCC(C(=O)c2ccc(Cl)cc2)C1 (configuration not stated)
  ·	7	-5	-9	-0.2	6	11	-38	-0.4	3
27: CN(Cc1ccccc1)C(=O)COC(=O)c1ccc(Cl)c(N)c1
  ·	6	-4	-4	2.2	19	3	0	-0.3	2
28: Cc1ccc(S(=O)(=O)N2CC(=O)NC(=O)C2)cc1
  0.9	-7	0	4	1.3	25	0	-5	-0.3	2
29: CCCCN(C(=O)c1ccc([N+](=O)[O-])s1)c1c(N)n(CCCC)c(=O)[nH]c1=O
  -2.3	2	·	-3	-2.2	·	3	-21	-0.3	4
30: Cc1cccc(N2CCN(C(=S)c3ccc(-c4ccccc4[N+](=O)[O-])o3)CC2)c1
  ·	4	-13	118	-0.8	-11	-1	-10	-0.2	-3
31: CC1CCN(S(=O)(=O)c2ccc(NC(=O)CCNC(=O)c3ccc(Cl)cc3)cc2)CC1
  -2.6	-4	·	1	·	·	·	-4	i	-2
32: COc1ccccc1NC(=O)CN1CCC(n2nnc3cc(F)ccc32)CC1
  5.9	-3	5	-11	-1.8	16	-1	1	i	1
33: CCS(=O)(=O)N1Cc2ccccc2CC1C(=O)N(C)CC(=O)Nc1ccc(OC)cc1 (configuration not stated)
  -0.3	-4	·	4	-6.2	·	-3	-1	i	1
34: Cc1csc(-c2cnn(-c3ccccc3)c2NC(=O)c2cccc(F)c2)n1
  ·	6	5	5	1.3	18	-14	0	i	2
35: CC12CC(O)C3C(CCC4=CC(=O)CCC43C)C1CCC2=CCO (configuration not stated)
  ·	9	·	-4	·	·	·	1	·	-2
36: O=C(O)c1ccc(COCC(F)(F)C(F)F)o1
  0.6	-4	1	-8	-1.0	13	3	-1	-0.6	1
37: CC(C)Cn1c(N)c(-c2nc(C(C)C)c(C(=O)c3ccccc3F)s2)c(=O)n(C)c1=O
  ·	·	2	·	-1.0	22	13	·	·	·
38: COc1ccc(C(C(=O)NC2CCCC2)N(C(=O)c2ccoc2C)c2ccc(C)cc2)cc1 (configuration not stated)
  -0.3	-3	8	12	1.2	5	-5	7	-0.4	4
39: S=c1[nH]cc(-c2ccccc2)n1-c1ccccc1
  -2.1	2	4	-1	4.1	15	-3	-2	0.4	1
40: CCOC(=O)CCN1C(=O)c2ccccc2Sc2ncccc21
  -1.0	-1	1	-10	-0.5	14	-2	8	i	1

An excerpt of these results, as tab-separated lines.
#	SMILES	BioA inh	GDH-TPI counter	SARS 3CLpro inh	SSB-PriA inh	UGM FP inh	DUSP3 inh	Rv3671c inh	MazEF act	BH1578 lux ind	FBA Mtb inh
34	Cc1csc(-c2cnn(-c3ccccc3)c2NC(=O)c2cccc(F)c2)n1	·	6	5	5	1.3	18	-14	0	i	2
39	S=c1[nH]cc(-c2ccccc2)n1-c1ccccc1	-2.1	2	4	-1	4.1	15	-3	-2	0.4	1
36	O=C(O)c1ccc(COCC(F)(F)C(F)F)o1	0.6	-4	1	-8	-1.0	13	3	-1	-0.6	1
22	CCCCOc1ccc(Cc2c(Cl)nc(SC)nc2N2CCOCC2)cc1	-0.8	6	-4	-6	-0.7	-5	11	-12	-0.2	-2
35	CC12CC(O)C3C(CCC4=CC(=O)CCC43C)C1CCC2=CCO (configuration not stated)	·	9	·	-4	·	·	·	1	·	-2
30	Cc1cccc(N2CCN(C(=S)c3ccc(-c4ccccc4[N+](=O)[O-])o3)CC2)c1	·	4	-13	118	-0.8	-11	-1	-10	-0.2	-3

More entries
Every second line gives: BioA inh	GDH-TPI counter	SARS 3CLpro inh	SSB-PriA inh	UGM FP inh	DUSP3 inh	Rv3671c inh	MazEF act	BH1578 lux ind	FBA Mtb inh
41: CC(C)Oc1ccccc1C1(c2ccccc2)NC(=O)NC1=O (configuration not stated)
  -1.5	9	0	8	-1.0	0	3	10	i	0
42: CCOc1ccc(-c2cn(S(=O)(=O)c3cccc4nsnc34)nc2N)cc1
  -1.2	5	-1	40*	-0.9	-22	0	4	-0.4	2
43: O=c1[nH]ncc2c3ccccc3n(Cc3ccc(F)cc3)c12
  ·	-11	0	-6	-0.6	-8	3	-8	i	6
44: COC(=O)c1cc(OC)c(OC)cc1NC(=S)N1CCN(c2ccccn2)CC1
  -0.6	17	-3	3	0.6	11	1	7	0.0	-1
45: Cc1cccc(C)c1NC(=O)C1CCCN1C(=O)Nc1cccc(F)c1 (configuration not stated)
  -1.8	-5	-1	-1	0.7	36	-10	10	-0.3	-2
46: CCCS(=O)(=O)c1c(S(=O)(=O)CCC)c2cc(-c3ccncc3)ccn2c1C(=O)OC
  -0.1	16	1	-11	-1.4	8	1	6	i	+
47: C/C(N)=C(/C#N)C(=O)CSc1nc2cc(Cl)ccc2c(=O)n1-c1ccc(C)cc1
  ·	6	-3	-7	-3.7	21	-24	47	i	1
48: O=C(N/N=C/c1cccnc1)C(=O)N1CCCCCC1
  1.2	5	4	i	0.4	-4	0	-3	-0.7	-1
49: Cc1cc(C(=O)COc2cc(F)ccc2[N+](=O)[O-])c(C)n1CC1CCCO1 (configuration not stated)
  -0.2	11	·	10	-0.1	·	-4	4	i	1
50: CN(CC(=O)Nc1ccc(Cl)cc1)C1CCCCC1
  2.3	-4	-3	-23	-0.7	22	-3	3	i	0
51: O=C(Nc1cccc(Cl)c1)c1ccc2c(c1)OCCO2
  2.7	-3	0	-10	2.1	10	-7	16	-0.1	-2
52: CCN(CC)C(CNC(=O)CSc1nnnn1-c1cccc(F)c1)c1ccco1 (configuration not stated)
  1.0	8	·	-11	-2.2	·	6	-4	-0.3	1
53: CCSc1ccccc1C(=O)NCc1ccc(OC)cc1
  -0.7	2	1	-8	2.0	42	1	3	-0.2	-3

High-throughput results from PubChem BioAssay.

Only part of the results is shown; count on the stated rates, not on these rows.
